KDM5B inhibitor = blocks human KDM5B histone demethylase activity; Q9UGL1; KDM5B demethylase, FDH-coupled NADH fluorescence (FDH is formaldehyde dehydrogenase); Potency, µM (doses to about 57.7 µM), for inactives: top-dose activity change, negative = inhibition, actives largely listed as inhibitors; hit rate 2.6% among 220,000; active = well fitted inhibition curve with a large enough effect; inconclusive = small, poorly fitted or top-dose-only effect; inactive = no such curve, though single readings can be large or run the other way; also: 0% is about no effect; nearly all actives have a fitted effect of over 70% in size
Target sequence (Q9UGL1 whole entry, looked up): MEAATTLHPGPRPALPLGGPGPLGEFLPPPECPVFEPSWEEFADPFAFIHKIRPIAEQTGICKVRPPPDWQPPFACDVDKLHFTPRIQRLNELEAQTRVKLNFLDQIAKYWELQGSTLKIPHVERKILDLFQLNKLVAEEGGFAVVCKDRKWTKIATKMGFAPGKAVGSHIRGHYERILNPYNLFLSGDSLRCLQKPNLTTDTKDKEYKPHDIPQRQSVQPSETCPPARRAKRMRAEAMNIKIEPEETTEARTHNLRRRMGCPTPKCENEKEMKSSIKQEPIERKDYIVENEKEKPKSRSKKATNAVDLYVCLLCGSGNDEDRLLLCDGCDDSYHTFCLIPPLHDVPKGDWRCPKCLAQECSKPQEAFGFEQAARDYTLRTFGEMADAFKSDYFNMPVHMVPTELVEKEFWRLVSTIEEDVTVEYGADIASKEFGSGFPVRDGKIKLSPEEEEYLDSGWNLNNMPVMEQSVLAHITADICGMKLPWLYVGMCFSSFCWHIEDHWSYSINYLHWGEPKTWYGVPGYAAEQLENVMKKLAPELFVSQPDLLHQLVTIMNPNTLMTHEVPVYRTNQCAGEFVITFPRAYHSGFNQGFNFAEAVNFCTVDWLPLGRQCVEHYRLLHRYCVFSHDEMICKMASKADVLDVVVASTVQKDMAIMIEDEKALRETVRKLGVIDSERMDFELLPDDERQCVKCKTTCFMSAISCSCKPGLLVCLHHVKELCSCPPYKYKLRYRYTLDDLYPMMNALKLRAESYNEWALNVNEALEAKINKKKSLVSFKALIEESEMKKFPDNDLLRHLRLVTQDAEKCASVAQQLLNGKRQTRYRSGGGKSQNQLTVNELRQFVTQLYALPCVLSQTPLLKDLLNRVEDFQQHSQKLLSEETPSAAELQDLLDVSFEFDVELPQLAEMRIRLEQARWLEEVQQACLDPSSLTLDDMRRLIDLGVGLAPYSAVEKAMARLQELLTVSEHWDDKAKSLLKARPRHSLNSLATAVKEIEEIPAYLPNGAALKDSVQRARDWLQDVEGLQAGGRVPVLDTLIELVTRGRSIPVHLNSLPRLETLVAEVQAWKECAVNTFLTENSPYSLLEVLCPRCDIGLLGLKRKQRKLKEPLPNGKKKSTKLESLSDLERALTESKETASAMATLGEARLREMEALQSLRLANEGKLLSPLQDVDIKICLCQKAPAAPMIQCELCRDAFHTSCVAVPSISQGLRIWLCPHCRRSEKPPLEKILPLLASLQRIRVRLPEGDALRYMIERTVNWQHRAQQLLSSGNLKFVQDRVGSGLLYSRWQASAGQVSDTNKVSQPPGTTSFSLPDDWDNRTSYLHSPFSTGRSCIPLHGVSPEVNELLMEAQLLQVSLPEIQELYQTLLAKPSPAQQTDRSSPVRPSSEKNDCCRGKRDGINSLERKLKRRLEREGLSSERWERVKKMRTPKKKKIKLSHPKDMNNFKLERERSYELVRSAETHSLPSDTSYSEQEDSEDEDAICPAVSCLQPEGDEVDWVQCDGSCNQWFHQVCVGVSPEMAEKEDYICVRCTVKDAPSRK
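Inhibition is measured as reduced NADH fluorescence generation from FDH coupling to formaldehyde release. Truncated KDM5BΔAP at 200 nM final acts on H3K4me3 peptide (12.5 µM in substrate mix) in pH 7.5 HEPES buffer with Tween-20, 30 min, room temperature.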
Numbers without * were called inactive; ? = inconclusive; [ ] = dose if it differs, or a comment. Potency is read from the fitted curve at half-maximal effect.

SMILES | KDM5B inhibitor
COc1cc(-c2cc(C(=O)O)c3ccccc3n2)ccc1O | 12%
COc1ccc(/C=C/C(=O)Nc2ccc(Cl)cc2Cl)cc1 | -17%
CCC1(C)Cc2ccccc2-c2nc(NCCCO)n(C)c(=O)c21 (centres undefined) | ?
COC[C@@H]1CN(C(=O)CCc2c(C)noc2C)C[C@H]1c1ccncc1 | -12%
COc1ccc(-c2nn(-c3ccccc3C)cc2CN2CCCN(C)CC2)cc1F | ?
CCOC(=O)C1=CN(Cc2ccc(F)cc2)C=C(C(=O)OCC)C1c1ccc(O)cc1 | ?
COCc1nnc2n1CCC(NS(=O)(=O)c1ccc3c(c1)CCC3)CC2 (centres undefined) | 9%
COc1cccc(-c2nc(-c3cc4cccc(C)c4nc3OC)no2)c1 | -1%
CN(C)CCCN(Cc1ccc(Cl)c(Cl)c1)C(=O)/C=C/c1ccncc1 | ?
CCc1c(C)nc(SCC(=O)Nc2oncc2-c2ccccc2)[nH]c1=O | -7%
CSc1nc2c(sc3ccccc32)c(=O)n1Cc1ccc(C)cc1 | -15%
CCOC(=O)c1nnn2c1nc(N1CCOCC1)c1ccccc12 | 28%
O=C(NCC1CCCO1)N1CCCCCCn2c(nnc2-c2ccc(F)cc2)CC1 (centres undefined) | -18%
COc1cc(OC)c(OC)cc1CNCCSc1nnnn1-c1ccccc1 | 4%
CCN(CC1CCN(CCc2ccccc2C)CC1)C(=O)C1C=CCN1 (centres undefined) | -29%

As entered above.
For KDM5B inhibitor, O=C(NCC1CCCO1)N1CCCCCCn2c(nnc2-c2ccc(F)cc2)CC1 (centres undefined) is entered as -18%
For KDM5B inhibitor, COc1cccc(-c2nc(-c3cc4cccc(C)c4nc3OC)no2)c1 is entered as -1%
For KDM5B inhibitor, CCN(CC1CCN(CCc2ccccc2C)CC1)C(=O)C1C=CCN1 (centres undefined) is entered as -29%
For KDM5B inhibitor, COCc1nnc2n1CCC(NS(=O)(=O)c1ccc3c(c1)CCC3)CC2 (centres undefined) is entered as 9%

Further results.
SMILES | KDM5B inhibitor
O=C(NC1CCc2nn(CC3CC3)c(=O)n2CC1)c1ccc(Cn2ccnc2)o1 (centres undefined) | 4%
CC(C)Oc1ccc2c(NC(=O)c3ccn(C)n3)nn(CC(F)(F)F)c2c1 | -7%
COc1ccc(N2CCN(C(=O)c3cc(=O)c4ccc(C)cc4o3)CC2)cc1 | 14%
Cn1ccc(NC(=O)CC[C@H]2NC(=O)c3ccccc3NC2=O)n1 | -7%
CC(=O)Nc1ccc(NC(=O)CSc2nc(C3CC3)n(-c3ccccc3)n2)cc1 | 6%
c1cncc(-c2ccnc(NCCCn3nccc3C3CC3)n2)c1 | 28µM*
Cc1cc(C)c(C(=O)CSc2nnnn2C)cc1C | 15%
CCCCN1C(=O)C(C)=C(C)C1c1cn(C)c2ccccc12 (centres undefined) | 1%
Cc1ccc(-c2ccc3nnc(CNC(=O)c4ccccc4F)n3n2)cc1C | 28µM*
O=C(Nc1cc(S(=O)(=O)N2CCCCC2)ccc1Oc1ccc(Cl)cc1)c1cnccn1 | -10%
O=C1CCN(C(=O)[C@@H]2CCCN2C(=O)NC2CCCCC2)CCCCCCN1 | 9%
O=C1NCc2ccccc2CC12CCCCN2Cc1ccccc1 (centres undefined) | 27%[149 µM]
CCN1CCN(c2cc3c(cc2F)c(=O)c(S(=O)(=O)c2cc(C)cc(C)c2)cn3CC)CC1 | ?
C=CC(=O)NC(NC(=O)C=C)c1ccccc1 | 28%
CC(C)C(CNC(=O)Cc1n[nH]c(=O)c2ccccc12)N1CCOCC1 (centres undefined) | 9%
C[C@]1(CO)[C@H]2Cc3sc(NC(=O)c4ccco4)nc3[C@@H](CC(=O)NC3CCCCC3)[C@]2(C)CC[C@H]1O | -18%
CCCOc1c(Cl)cc(C(=O)Nc2ncccc2C)cc1OC | -9%
COc1ccc(C(O)(C2CCCCC2)C(CN2CCCCC2)c2ccccc2)cc1 (centres undefined) | 2%
O=C(CN1CCN(S(=O)(=O)c2ccc(F)cc2)CC1)NC1CCCC1 | 3%
Cc1ccc(C(=O)c2cc3c(cc2C#N)OCCO3)cc1 | 16%
Cc1ccc2c(C)nc(Nc3nccc(C)n3)nc2c1 | -20%
COc1cc(CNCCSc2nnnn2C)ccc1OCc1ccc(Cl)cc1Cl | ?
COc1cc(C#N)ccc1OCc1cc(C)cc(C)c1 | 9%
O=C(NCc1ccc(N2CCCC2)nc1)c1cc(Cl)ccc1O | ?
Cc1ccc(CNC(=O)c2ccc3c(=O)n(-c4ccccc4)c(=O)[nH]c3c2)cc1 | -18%
O=C(O)C[C@@H]1CCN(C(=O)c2ccc(F)cc2)C[C@@H]1CCN1CCN(c2ccccn2)CC1 | -15%
O=C(C1CCCC1)N1CC(c2noc(COc3ccccc3)n2)C1 | -18%
Cc1nn(C)c(C)c1CCC(=O)N1CCOCC1CC(=O)NC1CCCC1 (centres undefined) | ?
O=C(NCCc1ccccc1)c1ccc2c(c1)N(Cc1ccc(F)cc1)C(=O)c1ccccc1S2 | -26%
N#Cc1ccccc1COC(=O)c1ccc(CO)cc1 | 31%[activator]
COc1ncccc1-c1cc(-c2c(C)noc2C)cc2c1C(=O)N(C)C2=O | 2%[86.2 µM]
CCOc1ccc2oc(C(=O)N3CCN(CC(=O)Nc4ccccc4CC)CC3)c(C)c2c1 | 15%
CCOc1ccc(C(=O)c2cn(CC(=O)Nc3ccc4c(c3)OCO4)c3ccc(OCC)cc3c2=O)cc1 | 2%
COCCNc1ncnc2c1CN(C1CCNCC1)C(=O)CN2C | 50µM*
COc1ccc2nc([C@H]3CCN(Cc4ccc(NC(C)=O)cc4)C3)[nH]c2c1 | ?
CC1CCN(C(=O)CCSc2nc(-c3ccc4c(c3)OCO4)cc(C(F)(F)F)n2)CC1 | -14%
COc1ccccc1C(=O)NCCCCNC(=O)c1ccccc1OC | -3%
O=C(NCC1CCN(c2cc(-c3ccc(Cl)cc3)[nH]n2)CC1)c1ccc(=O)[nH]c1 | -35%
CC(C(=O)Nc1cccc(Cl)c1Cl)N1CCN(c2ccccc2O)CC1 (centres undefined) | 1%
COc1ccc(CCNC(=O)CSc2nc(Cl)nc3nc[nH]c23)cc1 | -5%
COc1cccc(CNC(=O)c2nn(-c3ccc(C)cc3)c(=O)c3c2c2ccccc2n3C)c1 | ?
CCN(CC)S(=O)(=O)c1cc(C)c(C)c(NS(=O)(=O)/C=C/c2ccccc2)c1 | 20%
CC(=O)c1cccc(NS(=O)(=O)c2ccc3c(c2)CC(C)N3C(C)=O)c1 (centres undefined) | -1%
CC[C@H]1CN(C(=O)c2ccnc(Cl)c2)CC[C@H]1CC(=O)N1CCC(C(=O)OC)CC1 | 19%
CCOc1ccc(CN2CCC(N(C)Cc3ccccc3)CC2)cc1 | ?
COC[C@@H]1CN(C(=O)CC2=CCCCC2)C[C@H]1c1ccncc1 | -1%
CCc1noc(C)c1C(=O)NNC(=O)COc1cc(C)ccc1C | 29%
Cn1nc(C(=O)Nc2ccnn2Cc2ccc(Cl)cc2)c2ccccc2c1=O | 3%
COc1ccc(-c2cccc(CCOc3cnc4c(ccn4CC(=O)O)c3)c2)c(F)c1 | ?
O=C(CCc1ccccc1)Nc1cccnc1 | 45%[activator]
O=C(Nc1ccc(F)cc1)C1CCCN(S(=O)(=O)c2ccc(N3CCCC3=O)cc2)C1 (centres undefined) | 6%
O=C1c2cc(N3CCOCC3)nc(-c3cnc4[nH]ccc4c3)c2CN1CC(F)(F)F | 32µM*
CN(C)c1ccc(CNC2(Cc3cc(-c4cccc(O)c4)on3)COC2)cc1 | -7%[86.2 µM]
COC(=O)c1[nH]c2cc(OC)ccc2c1NC(=O)CN1CCCC(C)(C)C1 | -31%
O=C(CC(NCc1cccnc1)C(=O)O)Nc1ccc(F)cc1 (centres undefined) | -15%
C=CCn1c(SCc2coc(-c3cccc(Cl)c3)n2)nnc1C1CCS(=O)(=O)C1 (centres undefined) | -13%
CN(CC(=O)Nc1cccc(F)c1)C(=O)c1ccc(OCc2cn3ccccc3n2)cc1 | ?
COC(=O)c1sc(-c2ccc(Cl)cc2)cc1NC(=O)COCC(=O)O | -20%
COCCNc1ccc(-c2noc([C@@H]3CCCN3Cc3ccncc3)n2)cn1 | 28µM*
Cc1cc(=O)oc2c(C)c(OCC(=O)NCCN3CCOCC3)ccc12 | ?
(continued)
SMILES | KDM5B inhibitor
CCCCNC(=O)COC(=O)c1c(C)c(CC)nc2ccccc12 | -9%
O=C(c1cccc(Cl)c1)N1CCC2(CC1)NCc1ccccc1NC2=O | ?
COC(=O)c1sccc1S(=O)(=O)N(CC(=O)Nc1cccc(C)c1C)c1ccc(C)c(C)c1 | -12%
Cc1ccc(C)c(-n2c3c(cc(C#N)c2=O)C(=O)CC(c2ccccc2)C3)c1 (centres undefined) | -4%
Cc1oc2c(C)c3oc(=O)c(CCC(=O)N4CCCCC4)c(C)c3cc2c1C | ?
CN1C(=O)CC(C(=O)O)C12CCN(Cc1cccc(Cn3cccn3)c1)CC2 (centres undefined) | 7%
Cc1cc(C)cc(NC(=O)CN2C(=O)c3ccccc3Sc3ncccc32)c1 | -12%
CC1CCN(c2ncnc3c2c(-c2ccccc2)cn3-c2ccc(Br)cc2)CC1 | -19%
Cn1ccnc1C(=O)N1CCC(N2C[C@H](O)C[C@H]2C(=O)NC2CCCCC2)CC1 | -9%
Cc1ccc(CNc2oc(-c3ccccc3F)nc2C#N)cc1 | ?
Cc1ccc(S(=O)(=O)C(CNS(=O)(=O)c2ccc(F)c(C)c2)c2cccs2)cc1 (centres undefined) | -23%
O=C(c1cccs1)N1CCCC(CN2CCCC2)CC1 (centres undefined) | ?
CCOC(=O)CSc1nc2c(c(=O)[nH]c(=O)n2C)n1Cc1cccc(C)c1 | 18%
O=S(=O)(N[C@H]1CO[C@H]2[C@@H]1OC[C@H]2O)c1ccc(Cl)cc1 | -25%[86.2 µM]
COCCNC(=O)C[C@@H]1O[C@H](CNC(=O)Nc2cccc(F)c2)[C@@H](O)[C@H]1O | 22%[86.2 µM]

Some of the entries above in a different format:
mol,KDM5B inhibitor
Cc1oc2c(C)c3oc(=O)c(CCC(=O)N4CCCCC4)c(C)c3cc2c1C,?
O=C(c1cccs1)N1CCCC(CN2CCCC2)CC1 (centres undefined),?
Cc1ccc(C)c(-n2c3c(cc(C#N)c2=O)C(=O)CC(c2ccccc2)C3)c1 (centres undefined),-4%
O=S(=O)(N[C@H]1CO[C@H]2[C@@H]1OC[C@H]2O)c1ccc(Cl)cc1,-25%[86.2 µM]

Additional compounds.
SMILES | KDM5B inhibitor
CS(=O)(=O)c1ccc2nc(NC(=O)CN3C(=O)NC4(CCCC4)C3=O)sc2c1 | 28%
COC(=O)c1ccc(CNC(=O)CN2CCN(c3nccnc3C#N)CC2)o1 | 3%
O=C(CCc1ccccc1)NCCc1noc(C2CC2)n1 | 3%
COc1ccc(CN2CCN3C(=O)N(Cc4ccccc4)C[C@H]3C2)cc1 | 7%[86.2 µM]
O=S(=O)(c1ccc2c(c1)CCN2)N1CCCCC1 | 6%
Cc1nc(-c2cn(C3CCCN(C(=O)c4cccs4)C3)nn2)no1 (centres undefined) | 13%
N#Cc1ccc(CN2CCc3cc(S(=O)(=O)N4CCCCC4)ccc32)c(F)c1 | ?
COc1cccc(C(c2sc3nc(-c4ccco4)nn3c2O)N2CCC(O)CC2)c1 (centres undefined) | -29%
Cc1ccc(NC(=O)Nc2ccccc2)c(=O)n1CC(=O)NC1CCCCC1 | ?
O=C(Cc1ccccc1F)Nc1ccc2c(N3CCCCC3)ncnc2c1 | -14%
Cc1ccc(NC(=O)N2C[C@@H](F)C[C@H]2C(=O)N2CCCCC2)cc1 | 16%
CCOc1ccc(-n2ccnc2SCC(=O)Nc2cccc3ccccc23)cc1 | -5%
O=C(COC(=O)C12CC3CC(CC(Br)(C3)C1)C2)Nc1c(Br)cc([N+](=O)[O-])cc1Br | -9%
Cc1ccc(Nc2cc(C)nc(NCc3ccccc3)n2)c(C)c1 | -14%
O=C(N/N=C/c1cccs1)C1CC1 | -3%

Some of the entries so far, with each value named.
Molecule: Cc1ccc(CNC(=O)c2ccc3c(=O)n(-c4ccccc4)c(=O)[nH]c3c2)cc1
  KDM5B inhibitor: -18%
Molecule: O=C(O)C[C@@H]1CCN(C(=O)c2ccc(F)cc2)C[C@@H]1CCN1CCN(c2ccccn2)CC1
  KDM5B inhibitor: -15%
Molecule: O=C(C1CCCC1)N1CC(c2noc(COc3ccccc3)n2)C1
  KDM5B inhibitor: -18%

Additional structures follow.
SMILES | KDM5B inhibitor
CC(C)/C(=N/NC(=O)Cc1ccccc1)c1ccccc1 | 15%
Cc1ccc(NC(=O)NCCOCCn2c(=O)oc3ccccc32)cc1C | -9%
CN(Cc1ccccc1)C(=O)[C@@H]1CCCN1S(=O)(=O)c1ccc(Cl)cc1 | 0%
C=CCNC(=O)c1ccccc1NC(=O)c1ccccn1 | 22%
COc1cccc(CNC(=O)CCCN2C(=O)CSc3c2c(C)nn3-c2ccccc2)c1 | 14%
Cc1ccc(NC(=O)CCc2ccnc(N3CCCC3)c2)c(C)c1 | 32µM*
COC[C@@H]1[C@H](C(=O)Nc2ccc(C)cc2)CCC(=O)N1C | -1%
O=C([C@@H]1C[C@H](Oc2ccccc2)CN1C(=O)c1ccccn1)N1CCOCC1 | -11%
COc1ccc(CNC(=O)C(=O)NCC(c2ccco2)S(=O)(=O)c2ccc(Cl)cc2)cc1 (centres undefined) | 8%
COc1ccc(-c2noc([C@@H]3C[C@@H](O)CN3Cc3ccc(CO)o3)n2)cc1 | ?
Cc1cc(NC(C)CCc2ccccc2)n2ncnc2n1 (centres undefined) | -6%
CN(C)CC1(c2ccccc2)CCCC1 | 24%
COc1ccccc1NC(=O)CSc1nnc(CN2CCCCC2)n1-c1ccc(Cl)cc1 | -14%
C[C@H](O)c1onc(-c2ccccc2)c1C(=O)NC1CCOCC1 | -21%[86.2 µM]
COc1ccc(-c2nnc(-c3ccc(OC)c(OC)c3)o2)cc1OC | ?
Cc1ccc(NC(=O)Cn2c(=O)n(CCCCC(=O)NCCc3ccc(Cl)cc3)c(=O)c3ccccc32)cc1 | -10%

Source: PubChem BioAssay

Some of the compounds tested; count on the stated rates, not on these rows.
